# mut p53 react: re-activators of the mutant p53 pathway; activation, % at 9.98 µM; 28,000 tested, 1.5% active; SW480 PUMA-promoter luciferase, p53 mutant reactivation; in the data active = activation above about 52%
# STK33 kin inh: blocks human STK33 kinase activity; ADP-Glo luminescence, MBP substrate; AID 2322; inhibition, % at 12.5 µM; 27,000 tested, 0.44% active; in the data active = inhibition above about 20%
# Target sequence (Q9BYT3 whole entry, looked up): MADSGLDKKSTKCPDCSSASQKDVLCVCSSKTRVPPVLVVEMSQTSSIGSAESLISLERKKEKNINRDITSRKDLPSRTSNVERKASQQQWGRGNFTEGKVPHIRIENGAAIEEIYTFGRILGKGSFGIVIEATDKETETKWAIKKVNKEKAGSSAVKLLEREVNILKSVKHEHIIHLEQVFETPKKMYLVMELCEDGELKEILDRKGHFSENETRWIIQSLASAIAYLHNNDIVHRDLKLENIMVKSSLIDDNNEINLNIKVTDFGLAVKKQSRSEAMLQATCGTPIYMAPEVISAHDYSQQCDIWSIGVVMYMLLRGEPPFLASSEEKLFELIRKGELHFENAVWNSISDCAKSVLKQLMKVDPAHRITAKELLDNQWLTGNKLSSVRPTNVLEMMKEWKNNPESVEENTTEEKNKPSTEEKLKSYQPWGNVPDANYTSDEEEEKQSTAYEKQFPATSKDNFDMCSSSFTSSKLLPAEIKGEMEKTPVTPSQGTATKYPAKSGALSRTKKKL
# An asterisk follows results filed as active; nt = no result given.
smiles | mut p53 react | STK33 kin inh
Cc1nc(-c2c(C(=O)NN)noc2C)cs1 | -13 | nt
C[C@H](CO)N1C[C@H](C)[C@H](CN(C)Cc2ccc(C(F)(F)F)cc2)Oc2ccc(NC(=O)C3CCCCC3)cc2C1=O | nt | 0
C[C@@H]1CCCCO[C@H](CN(C)C(=O)CCC(F)(F)F)[C@@H](C)CN([C@@H](C)CO)C(=O)c2cc(NS(=O)(=O)c3ccccc3)ccc2O1 | -2 | nt
Cc1ccc2c(c1)c1nnc(SCCN3CCOCC3)nc1n2C | 6 | 0
COc1ccc(CN(C)C[C@@H]2OCCCC[C@H](C)Oc3ccc(NC(=O)Cc4ccccc4)cc3C(=O)N([C@H](C)CO)C[C@@H]2C)cc1 | -8 | nt
C[C@@H]1CN([C@H](C)CO)C(=O)c2cc(NC(=O)c3ccncc3)ccc2O[C@@H](C)CCCCO[C@@H]1CN(C)S(=O)(=O)c1ccc(F)cc1 | 13 | nt
C[C@H](CO)N1C[C@H](C)[C@@H](CN(C)C(=O)Nc2ccccc2)Oc2ccc(NC(=O)Cc3ccccc3)cc2C1=O | 6 | nt
O=C(O)CC1CCC(CC(O)/C=C\C/C=C\CCCCCO)O1 (configuration not stated) | nt | -6
C[C@H]1CN([C@@H](C)CO)C(=O)c2cc(NC(=O)Nc3ccccc3)ccc2O[C@@H]1CN(C)C(=O)Nc1ccc(F)cc1 | 9 | nt
C[C@H](CO)N1C[C@H](C)[C@@H](CN(C)Cc2ccc(C(F)(F)F)cc2)Oc2ccc(NC(=O)CCC(F)(F)F)cc2C1=O | 11 | nt
CCC1(C)Cc2ccccc2-c2nc(NCCCO)n(-c3ccc(C)cc3)c(=O)c21 (configuration not stated) | 0 | 3
COc1ccc(S(=O)(=O)N(C)C[C@@H]2Oc3ccc(NS(=O)(=O)c4c(C)noc4C)cc3CC(=O)N([C@@H](C)CO)C[C@@H]2C)cc1 | nt | 0

# (more compounds)
smiles | mut p53 react | STK33 kin inh
CCOc1c(O)ccc(C(c2c[nH]c3ccccc23)c2c[nH]c3ccccc23)c1[N+](=O)[O-] | 3 | 2
C=C1[C@H]2CC[C@H](C(=O)O)[C@@]23CC[C@H](C3)C1(C)C | 1 | -5
C[C@H]1CN([C@@H](C)CO)C(=O)Cc2cc(NC(=O)Nc3ccc(C(F)(F)F)cc3)ccc2O[C@@H]1CN(C)C(=O)NC1CCCCC1 | -26 | -3
CSc1cccc(NC(=O)CSc2nnc(N)s2)c1 | -4 | -10
CN1/C(=C\C=C2\C(=O)Oc3ccccc3C2=O)C(C)(C)c2ccccc21 | 105* | nt
Cc1noc(C)c1S(=O)(=O)Nc1ccc2c(c1)CC(=O)N([C@@H](C)CO)C[C@H](C)[C@H](CN(C)C(=O)Nc1ccc(F)cc1)O2 | 0 | -1
CN/C(=C/[N+](=O)[O-])NCCSCc1csc(CN(C)C)n1 | 9 | 1
COC(=O)c1ccc(NC(=O)CSc2nnc(-c3cccc(Cl)c3)n2C)cc1 | 1 | -1
COc1ccc(NC(=O)N(C)C[C@@H]2Oc3ccc(NC(=O)Nc4c(C)noc4C)cc3CC(=O)N([C@@H](C)CO)C[C@@H]2C)cc1 | nt | -1
Cn1nnc2cc(NC(=O)NCCO)ccc21 | -5 | 4
Cc1ccc(S[C@]2(C(=O)NC3CC3)CC(=O)N(C3CCCCC3)[C@@H]2c2ccc(CO)cc2I)cc1 | nt | 2
C[C@H]1CN([C@@H](C)CO)C(=O)Cc2cc(NC(=O)NC3CCCCC3)ccc2O[C@H]1CN(C)Cc1ccc(C(F)(F)F)cc1 | -3 | 5

# (list continues)
smiles | mut p53 react | STK33 kin inh
O=C(CN1CCOCC1)Nc1ccc(S(=O)(=O)N2CCCC2)cc1 | -9 | 0
COc1ccc(Cl)cc1NC(=O)CN(c1c(C)cccc1C)S(C)(=O)=O | -24 | 5
COc1ccc(S(=O)(=O)Nc2ccc3c(c2)CC(=O)N([C@@H](C)CO)C[C@@H](C)[C@@H](CN(C)Cc2ccccc2)O3)cc1 | nt | 1
C[C@@H](O)CNC(C)(C)CC(=O)N[C@@H]1CCc2ccccc2N(Cc2ccc(-c3ccccc3-c3nn[nH]n3)cc2)C1=O | -17 | nt
C[C@H](CO)N1C[C@H](C)[C@H](CN(C)C(=O)Nc2ccc(F)cc2)Oc2ncc(-c3cccc(C(F)(F)F)c3)cc2C1=O | nt | 3
CC(C)C#Cc1ccc2c(c1)O[C@H](CN(C)C(=O)NC(C)C)[C@@H](C)CN([C@@H](C)CO)S2(=O)=O | 4 | nt
COc1ccc(S(=O)(=O)Nc2ccc3c(c2)C(=O)N([C@@H](C)CO)C[C@@H](C)[C@@H](CN(C)Cc2ccncc2)O3)cc1 | -2 | nt
COc1ccccc1NC(=O)c1ccccc1NC(=O)CCc1ccccc1 | -1 | -3
CC(C)OC(=O)CSc1nnc(-c2ccccc2F)n1-c1ccccc1 | 27 | -2
C[C@H]1CN([C@@H](C)CO)C(=O)c2cc(NS(=O)(=O)c3ccccc3)ccc2O[C@H]1CN(C)S(=O)(=O)c1ccc(Cl)cc1 | nt | 1
Cc1ncc([N+](=O)[O-])n1CC(=O)N(C)c1ccccc1 | -4 | 4
C[C@@H]1CN([C@H](C)CO)C(=O)CCCn2nncc2CO[C@H]1CN(C)S(=O)(=O)c1ccc(-c2ccccc2)cc1 | 19 | 3

# More compounds:
smiles | mut p53 react | STK33 kin inh
Cc1sc2nc(SCc3nc(-c4ccccc4)no3)n(-c3ccccc3)c(=O)c2c1C | -13 | 1
COc1ccc2c(OC)c3ccoc3nc2c1OC | -3 | -1
NC(=S)Nc1ccccc1OC(F)(F)F | -11 | nt
C[C@H]1CN([C@@H](C)CO)C(=O)Cc2cc(NC(=O)Nc3ccc(F)cc3)ccc2O[C@H]1CN(C)Cc1ccc2c(c1)OCO2 | nt | -2
COC(=O)C1=CO[C@@H](O[C@@H]2O[C@H](CO)[C@@H](O)[C@H](O)[C@H]2O)[C@H]2[C@@H]1[C@H](OC(=O)/C=C\c1ccc(O)cc1)C[C@]2(C)OC(C)=O | 14 | -2
O=C(CSc1ncn[nH]1)c1c[nH]c2ccccc12 | 7 | -4
O=C(CCc1nc(-c2ccccc2Cl)no1)Nc1cccc([N+](=O)[O-])c1 | 20 | -1
C[C@H]1CN([C@@H](C)CO)C(=O)Cc2cc(NC(=O)Nc3ccc(C(F)(F)F)cc3)ccc2O[C@H]1CN(C)S(=O)(=O)c1cccs1 | nt | -1
Cc1cc(OCc2nc3ccccc3s2)ccc1NC(=O)Nc1cccc(Cl)c1 | -5 | -2
Cc1ccc(S(=O)(=O)Nc2cccc3c2O[C@H](CN(C)C(=O)Nc2ccc(F)cc2)[C@@H](C)CN([C@H](C)CO)C3=O)cc1 | 6 | nt
C[C@H]1CN([C@@H](C)CO)C(=O)c2cc(NS(=O)(=O)c3ccccc3)ccc2O[C@@H]1CN(C)Cc1ccc(Cl)c(Cl)c1 | nt | -2
C[C@H](CO)N1C[C@H](C)[C@@H](CN(C)C(=O)Nc2cccc3ccccc23)OCc2cnnn2CCCC1=O | nt | -2

# More records
smiles,mut p53 react,STK33 kin inh
COc1ccc(-n2c(SCC(=O)Nc3ccc(Cl)cc3Cl)nnc2-c2ccncc2)cc1,7,3
C[C@@H]1CN([C@H](C)CO)C(=O)c2cc(NS(=O)(=O)c3ccccc3)ccc2O[C@@H](C)CCCCO[C@@H]1CN(C)C(=O)c1ccccc1,-3,nt
C[C@@H]1CCCCO[C@@H](CN(C)Cc2ccncc2)[C@H](C)CN([C@H](C)CO)C(=O)c2cc(NS(=O)(=O)c3ccccc3)ccc2O1,-10,nt
CCc1c(C)nc(SCC(=O)Nc2cccc(Br)c2)[nH]c1=O,2,-1
C[C@@H]1CCCCO[C@H](CN(C)C(=O)Nc2ccc(C(F)(F)F)cc2)[C@@H](C)CN([C@H](C)CO)C(=O)c2cc(NC(=O)CCC(F)(F)F)ccc2O1,nt,2
CN1CCN(CC(=O)Nc2ccccc2[N+](=O)[O-])CC1,9,0
C[C@H]1CN([C@@H](C)CO)C(=O)c2cc(C#CCN(C)C)cnc2O[C@H]1CN(C)C(=O)c1ccc2c(c1)OCO2,-3,nt
C[C@H]1CN([C@@H](C)CO)C(=O)c2cccc(NS(=O)(=O)c3ccc(Cl)cc3)c2O[C@H]1CN(C)Cc1ccc2c(c1)OCO2,-9,nt

# Next entries follow.
smiles,mut p53 react,STK33 kin inh
C[C@H]1CN([C@@H](C)CO)C(=O)Cc2cc(NC(=O)Cc3cn(C)c4ccccc34)ccc2O[C@H]1CN(C)Cc1ccccc1,nt,1
Cc1ccc(-c2ccc3c(c2)O[C@@H](CN(C)C(=O)C2CCCCC2)[C@@H](C)CN([C@@H](C)CO)S3(=O)=O)cc1,-42,nt
Cc1sc2ncnc(SCC(=O)Nc3ccccc3-c3ccccc3)c2c1C,-2,6
Cc1noc(C)c1NC(=O)Nc1ccc2c(c1)C(=O)N([C@@H](C)CO)C[C@H](C)[C@@H](CN(C)C)OCCCC[C@H](C)O2,-3,nt
COc1cc(NC(=S)NCc2ccc(S(N)(=O)=O)cc2)c(OC)cc1Cl,8,-8
CC(C)C#Cc1ccc2c(c1)O[C@H](CN(C)C(=O)c1ccccc1)[C@@H](C)CN([C@H](C)CO)S2(=O)=O,-16,nt
O=C(CSc1ncn(-c2ccccc2)n1)Nc1ccc([N+](=O)[O-])cc1,8,-2
O=C(CSc1nc2ccccc2c(=O)[nH]1)Nc1ccccc1Cl,22,2

# More compounds
smiles,mut p53 react,STK33 kin inh
Cc1ccc(-c2csc3ncnc(SCC(=O)c4ccc(F)cc4)c23)cc1,-2,2
CC(C)NC(=O)N(C)C[C@H]1OCCCC[C@@H](C)Oc2ccc(NC(=O)CCC(F)(F)F)cc2C(=O)N([C@H](C)CO)C[C@H]1C,-5,nt
C[C@@H]1CN([C@@H](C)CO)C(=O)c2cc(NC(=O)C3CCCCC3)ccc2O[C@H]1CN(C)Cc1ccc(Oc2ccccc2)cc1,nt,1
Cc1noc(C)c1NC(=O)Nc1ccc2c(c1)C(=O)N([C@H](C)CO)C[C@H](C)[C@H](CN(C)Cc1ccc(Cl)c(Cl)c1)O2,nt,-1
C[C@@H]1CN([C@@H](C)CO)C(=O)c2cc(N(C)C)ccc2O[C@@H](C)CCCCO[C@@H]1CN(C)S(=O)(=O)c1cccs1,-1,nt
O=C(O)CCc1nn2c3ccccc3n(CC(=O)c3ccccc3)c2nc1=O,-16,3
C[C@@H]1CN([C@@H](C)CO)C(=O)c2cccc(NC(=O)c3ccncc3)c2O[C@H]1CN(C)C(=O)Nc1ccccc1,1,nt
C[C@@H]1CN([C@H](C)CO)C(=O)CCCn2nncc2CO[C@H]1CN(C)C(=O)c1ccc2ccn(C)c2c1,nt,-3

# Continued:
smiles,mut p53 react,STK33 kin inh
O=C(C[C@@H]1C[C@H]2c3cc(NC(=O)Cc4ccncc4)ccc3O[C@H]2[C@H](CO)O1)NCCN1CCCCC1,-2,nt
Cc1nnc(SCC(=O)N2CCc3ccccc32)n1-c1ccccc1,2,-8
CN(C)CC(=O)Nc1ccc2c(c1)[C@H]1C[C@@H](CC(=O)NCCc3ccccc3)O[C@H](CO)[C@H]1O2,10,nt
C[C@H]1CN([C@@H](C)CO)C(=O)c2cccc(NC(=O)c3ccncc3)c2O[C@H]1CN(C)Cc1ccc(C(=O)O)cc1,6,nt
Cc1cccc2c(C(=O)NCCc3ccc(S(N)(=O)=O)cc3)cc(-c3ccccc3Cl)nc12,-3,3
Cc1noc(C)c1NC(=O)N(C)C[C@H]1Oc2c(NC(=O)c3ccncc3)cccc2C(=O)N([C@H](C)CO)C[C@@H]1C,5,nt
C[C@H](CO)N1C[C@H](C)[C@@H](CN(C)C)Oc2ccc(NC(=O)CCC(F)(F)F)cc2CC1=O,0,nt
Cc1noc(C)c1NC(=O)N(C)C[C@H]1Oc2ccc(NC(=O)Cc3cn(C)c4ccccc34)cc2C(=O)N([C@@H](C)CO)C[C@@H]1C,nt,1

# In another format: results already given.
# The line under a structure holds: mut p53 react	STK33 kin inh
> O=C(C[C@@H]1C[C@H]2c3cc(NC(=O)Cc4ccncc4)ccc3O[C@H]2[C@H](CO)O1)NCCN1CCCCC1
→ -2	nt
> Cc1cccc2c(C(=O)NCCc3ccc(S(N)(=O)=O)cc3)cc(-c3ccccc3Cl)nc12
→ -3	3
> Cc1nnc(SCC(=O)N2CCc3ccccc32)n1-c1ccccc1
→ 2	-8
> Cc1noc(C)c1NC(=O)N(C)C[C@H]1Oc2c(NC(=O)c3ccncc3)cccc2C(=O)N([C@H](C)CO)C[C@@H]1C
→ 5	nt
> Cc1noc(C)c1NC(=O)N(C)C[C@H]1Oc2ccc(NC(=O)Cc3cn(C)c4ccccc34)cc2C(=O)N([C@@H](C)CO)C[C@@H]1C
→ nt	1
> C[C@H]1CN([C@@H](C)CO)C(=O)c2cccc(NC(=O)c3ccncc3)c2O[C@H]1CN(C)Cc1ccc(C(=O)O)cc1
→ 6	nt
> C[C@H](CO)N1C[C@H](C)[C@@H](CN(C)C)Oc2ccc(NC(=O)CCC(F)(F)F)cc2CC1=O
→ 0	nt

# Going on with the list:
smiles,mut p53 react,STK33 kin inh
C[C@@H]1CCCCO[C@@H](CN(C)Cc2ccccc2)[C@@H](C)CN([C@H](C)CO)C(=O)c2cc(NS(=O)(=O)c3ccc(F)cc3)ccc2O1,nt,0
CC(C)NC(=O)N(C)C[C@H]1Oc2ccc(NC(=O)Cc3ccccc3)cc2C(=O)N([C@@H](C)CO)C[C@@H]1C,nt,1
COc1ccc(NC(=O)N(C)C[C@H]2OCc3ccccc3-c3ccccc3C(=O)N([C@@H](C)CO)C[C@H]2C)c(OC)c1,12,nt
COC(=O)COc1cccc(NC(=O)c2ccc(Cl)c(Cl)c2)c1,10,-2
OC[C@H]1O[C@@H](OCc2ccccc2)[C@H](O[C@@H]2OC[C@](O)(CO)[C@H]2O)[C@@H](O)[C@@H]1O,7,-4
O=C(CC1C(=O)NCCN1C(=S)Nc1ccccc1)Nc1ccc2c(c1)OCCO2 (configuration not stated),-1,-1
C[C@H](CO)N1C[C@H](C)[C@H](CN(C)Cc2ccc(-c3ccccc3)cc2)Oc2ccc(NC(=O)c3ccncc3)cc2CC1=O,nt,1
O=C(O)CCC(=O)Nc1ccccc1C(=O)O,-4,-2
Cc1ccc(-c2ccc(CCC(=O)O)n2-c2ccc(N(C)C)cc2)cc1,9,-9
C[C@@H]1CN([C@H](C)CO)C(=O)c2cccc(NC(=O)Nc3ccc(C(F)(F)F)cc3)c2O[C@H]1CN(C)C(=O)NC1CCCCC1,-16,nt

# Compound activity deposited in PubChem BioAssay by Broad Institute.

# Not all compounds are listed, so the mix of outcomes need not match the whole.
